# Pin1 inh: qHTS Assay to Find Inhibitors of Pin1; AID 504891, 2011; actives 0.009% (n = 390,000); Potency, µM (highest dose often 115 µM), for the others: top-dose activity, negative = inhibition, hits mostly inhibitors; Pin1 FP peptide displacement, HiFluor488, 10 min; Peptidyl-prolyl cis-trans isomerase NIMA-interacting 1 (Homo sapiens), Q13526; active = well fitted inhibition curve with a large enough effect in the polarisation, with a control signal flat, not every such curve was filed as active; inconclusive = small, poorly fitted or top-dose-only effect, or effect the other way, or a change in a side signal; inactive = no such curve, though single readings can be large or run the other way; the % refers to the polarisation; note: potency is the fitted concentration of half-maximal effect; % is set by controls: 0 for no effect and ±100 for the full control effect
# BAZ2B block: qHTS Assay for Inhibitors of BAZ2B. Bromodomain adjacent to zinc finger domain protein 2B (Homo sapiens), Q9UIF8. AlphaScreen BAZ2B-H3K14Ac peptide displacement. Potency, µM (titrated, usually from 114 µM), for inactives: at the highest dose activity change, negative = inhibition, most hits filed as inhibitors. actives 4.4% (n = 360,000). AID 504333, 2011; note: potency is the fitted concentration of half-maximal effect; % is set by controls: 0 for no effect and ±100 for the full control effect; nearly all actives have a fitted effect of over 60% in size
#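 Complex of BAZ2B and biotin-H3K14Ac (50 nM apiece) forms over 30 min at RT, then faces library compounds up to 110 uM for another 30 min; AlphaScreen beads added, 20 min dark incubation, luminescence read.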
# G9a block: qHTS Assay for Inhibitors of Histone Lysine Methyltransferase G9a; actives 8.8% (n = 350,000); AID 504332, 2011; G9a H3K9 monomethylation, AlphaScreen, 2 h; Potency, µM (doses to about 102 µM), without a hit: at the top dose activity, negative = inhibition, most hits filed as inhibitors; note: potency is the fitted concentration of half-maximal effect; % is set by controls: 0 for no effect and ±100 for the full control effect; nearly all actives have a fitted effect of over 75% in size
#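 Quantitative HTS format: methyltransferase activity on a biotin-tagged H3K9 peptide is measured by AlphaScreen, using a rabbit anti-monomethyl-H3K9 antibody with streptavidin donor and anti-IgG acceptor beads. Final levels are 20 nM enzyme, 500 nM peptide, 20 uM SAM; 2 h RT.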
# JMJD2A Tudor inh: qHTS Assay for Inhibitors of JMJD2A-Tudor Domain. AlphaScreen JMJD2A-Tudor / H3K4me3 peptide binding. Potency, µM (titrated, usually from 114 µM), for the others: at the top dose activity change, negative = inhibition, actives largely listed as inhibitors. actives 4.4% (n = 390,000). AID 504339, 2011; note: potency is the fitted concentration of half-maximal effect; % is set by controls: 0 for no effect and ±100 for the full control effect; nearly all actives have a fitted effect of over 50% in size
# PI4K2A block: qHTS for small molecular inhibitors of PI4K2A. Phosphatidylinositol 4-kinase type 2-alpha (Homo sapiens), Q9BTU6. purified PI4K2A, ADP-Glo luminescence, 1 h; active compounds read low. activity change, negative = inhibition, % at 76.9 µM. actives 0.13% (n = 420,000). AID 1346378, 2018; in the data active = activity change below about -50%; inconclusive = mostly about -30% to -49%;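 note: -100% = wells without enzyme as full effect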
# Target sequence (Q9BTU6 whole entry, looked up): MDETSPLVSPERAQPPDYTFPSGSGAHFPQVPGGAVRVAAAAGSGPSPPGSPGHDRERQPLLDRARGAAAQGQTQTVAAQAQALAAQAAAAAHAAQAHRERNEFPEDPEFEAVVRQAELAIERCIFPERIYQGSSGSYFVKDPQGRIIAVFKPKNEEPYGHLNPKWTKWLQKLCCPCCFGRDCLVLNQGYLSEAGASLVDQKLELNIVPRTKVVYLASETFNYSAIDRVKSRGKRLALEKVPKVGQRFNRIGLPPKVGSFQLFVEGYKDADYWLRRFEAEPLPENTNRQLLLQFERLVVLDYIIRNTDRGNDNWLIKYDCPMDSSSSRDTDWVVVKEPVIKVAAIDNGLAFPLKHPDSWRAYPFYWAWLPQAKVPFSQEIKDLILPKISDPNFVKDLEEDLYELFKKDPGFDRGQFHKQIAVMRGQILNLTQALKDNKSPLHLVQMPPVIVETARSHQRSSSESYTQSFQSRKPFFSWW
#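 PI4K2A activity was measured by ADP-Glo luminescence: enzyme (4 ug/mL stock) and phosphatidylinositol (1.2 mM stock) in Tris pH 7.5/MgCl2/EGTA/Triton X-100 buffer were reacted with ATP (300 microM stock) for one hour at ambient temperature.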
# GLS inh: qHTS for Inhibitors of Glutaminase (GLS) | Glutaminase kidney isoform, mitochondrial (Homo sapiens), O94925 | GLS enzymatic activity, qHTS titration | Potency, µM (doses to about 45.5 µM), inactives show at the top dose activity change, negative = inhibition, usual class: inhibitors | actives 0.21% (n = 410,000) | AID 624170, 2012; note: potency is the fitted concentration of half-maximal effect; % is set by controls: 0 for no effect and ±100 for the full control effect
#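 Compounds were pin-transferred onto hKGA, after which L-glutamine (1 mM solution) and a detection mix of glutamate oxidase, HRP and Amplex Red were added. Initial and 30 min RT fluorescence reads were collected.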
# ERG Ets-DNA blk: qHTS for Small Molecule Inhibitors of the ERG Ets/DNA interaction. Potency, µM (series often up to 76.9 µM), for the others: at the top dose FP activity, negative = inhibition, actives largely listed as inhibitors. Transcriptional regulator ERG (Homo sapiens), P11308. fluorescence polarization, His-ERG Ets domain / labelled DNA. actives 0.028% (n = 370,000). AID 624246, 2012; active = well fitted inhibition curve with a large enough effect in the polarisation, with a control signal flat; inconclusive = small, poorly fitted or top-dose-only effect, or effect the other way, or a change in a side signal; inactive = no such curve, though single readings can be large or run the other way; the % refers to the polarisation;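 note: polarization taken with two DNA probes labelled with fluorescein and Texas red; potency is the fitted concentration of half-maximal effect; % of control where 0% means no effect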
# Target sequence (P11308 whole entry, looked up, the tested form may be a part): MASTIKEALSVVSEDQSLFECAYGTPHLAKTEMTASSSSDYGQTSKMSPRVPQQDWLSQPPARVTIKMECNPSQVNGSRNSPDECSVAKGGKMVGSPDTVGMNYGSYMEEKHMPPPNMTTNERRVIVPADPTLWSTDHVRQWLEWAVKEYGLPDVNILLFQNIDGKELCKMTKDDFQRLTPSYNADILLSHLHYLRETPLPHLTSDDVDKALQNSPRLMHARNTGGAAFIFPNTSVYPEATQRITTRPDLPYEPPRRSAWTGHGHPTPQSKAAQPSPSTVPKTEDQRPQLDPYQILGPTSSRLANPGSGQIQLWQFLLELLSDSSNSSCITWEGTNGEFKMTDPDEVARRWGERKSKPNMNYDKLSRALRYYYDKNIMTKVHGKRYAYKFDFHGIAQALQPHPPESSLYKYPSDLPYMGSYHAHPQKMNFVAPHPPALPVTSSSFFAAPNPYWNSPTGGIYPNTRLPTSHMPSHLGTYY
#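 His-tagged ERG Ets domain (1 uM in the protein solution; 300mM KCl, 50mM Tris-HCl, 1mM EDTA, 1mM DTT, pH 7.5) received compound, then a probe mix of 5 nM fluorescein-DNA and 100nM Texas-615-DNA. Fluorescence polarization was read for both dyes.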
# Tb PGK inh: qHTS Assay to Find Inhibitors of Phosphoglycerate Kinase; Phosphoglycerate kinase, glycosomal (Trypanosoma brucei brucei), P07378; PGK/GAPDH coupled, Kinase-Glo luminescence, 60 min; Potency, µM (top dose mostly 57.5 µM), without a hit: top-dose activity change, negative = inhibition, actives largely listed as inhibitors; actives 0.043% (n = 380,000); AID 602233, 2012; note: potency is the fitted concentration of half-maximal effect; % is set by controls: 0 for no effect and ±100 for the full control effect; nearly all actives have a fitted effect of over 60% in size
#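 Luminescent ATP detection (Kinase-Glo Plus) follows a 60-minute room-temperature incubation, with wells lacking PGK as controls. Buffer: 100 mM TEA (pH 7.6), 5 mM MgCl2, 0.01% Tween-20. Coupling enzyme GAPDH (100 nM final) supplies unstable 1,3-BPG in-well.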
# HP1b chromo inh: HTS for Inhibitors of HP1-beta Chromodomain Interactions with Methylated Histone Tails. actives 0.56% (n = 390,000). AlphaScreen HP1-beta / biotin-H3K9me3 peptide binding. AID 540317, 2011. Chromobox protein homolog 1 (Homo sapiens), P83916. Potency, µM (doses to about 114 µM), for the others: at the top dose activity change, negative = inhibition, most hits filed as inhibitors; note: potency is the fitted concentration of half-maximal effect; nearly all actives have a fitted effect of over 70% in size; inactives centre near 23
#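 HP1-beta protein (50 nM final) preincubated 30 min at room temperature with biotinylated H3(1-18)K9me3 peptide (50 nM) in PBS pH 7.4, 0.01% Tween-20, then compound added for 30 min. AlphaScreen streptavidin donor/nickel chelate acceptor beads (10 ug/mL final), 30 min dark, luminescence read.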
# * = called active by the depositor; i = inactive; u = inconclusive; x = no result given; & = joins results of further samples; [ ] = another dose, or the depositor's remark. Unless noted, calls come from the whole dose curve; as a rule, active = well fitted curve in the direction sought with a large enough effect; inconclusive = small, poorly fitted or top-dose-only effect, or another doubt; inactive = no such curve, though single readings can be large; an effect the other way counts as inactive or inconclusive.
ERG Ets-DNA blk,G9a block,JMJD2A Tudor inh,BAZ2B block,HP1b chromo inh,Tb PGK inh,GLS inh,Pin1 inh,PI4K2A block,Structure
-2%,1.3µM*,7.9µM*,-29%,-5%,10%,14%,3%,-10,S=c1[nH]ncn1/N=C/c1ccc(Br)cc1
-5%,16%[59 µM],u,45µM*,u,-4%,6%,0%,7,S=C(Nc1ccc(Cl)cc1)c1nc2ccccc2[nH]1
17%,x,-1%,-1%,23%,i,-27%,2%,-1,N#C/C(=C\c1ccc(F)cc1F)S(=O)(=O)c1ccccn1
14%,-8%,-14%,-15%,13%,-1%,1%,-3%,2,COCC(C)NC(=O)c1cc2cc(OC)ccc2[nH]1 (stereo unspecified)
4%,-3%[2.33 µM],-4%,6%,36%,-1%,0%,2%,10,COc1ccc(NC(=O)CSc2nncn2C)cc1
4%,u,-14%,u,30%,i,-2%,0%,0,Cn1nccc1C(=O)OCC(=O)Nc1nc(-c2ccccc2)cs1
-4%,31%,-1%[11.4 µM],6%,13%,-7%,8%,0%,-22,CC(=O)c1ccc(OCCOc2ccc(C#N)cc2)cc1
-1%,17%,-20%,-6%,16%,-1%,-11%,4%,4,COc1ccc(NC(=O)CN(C)CC(=O)Nc2cccc(F)c2)cc1Cl
-5%,-38%,-8%,-19%,16%,-1%,1%,-3%,7,CCc1cc(CC)c(/C=N/NC(N)=O)c(CC)c1
12%,x,u,-8%,26%,-2%,-4%,u,1,COC(=O)C1=C(C)N(CC2CC2)C(=NCc2cccc(C(F)(F)F)c2)N[C@H]1c1ccccc1
12%,14%,-16%,-12%,-2%,-10%,4%,1%,1,Cc1ccc(N2CC(C(=O)NCCN3CCOCC3)CC2=O)cc1C (stereo unspecified)
-1%,9%[59 µM],-14%,-2%,37%,-2%,6%,1%,-2,CNc1ncc(C(=O)c2ccc(-c3ccccc3)cc2)s1
-1%,-16%,-4%,-6%,26%,2%,4%,5%,1,CCC(=O)Nc1ccc2c(c1)C(=O)N(C)C2=O
x,-9%[59 µM],-30%,-2%,7%,-8%[11.5 µM],13%,-8%,-1,CC(Nc1cccc2ccccc12)C(=O)N/N=C/c1ccccn1 (stereo unspecified)
-18%,30%,u,-10%,60%,2%,21%,u,4,O=C1N=C2SCCN2/C1=C\c1c(Cl)cccc1Cl
-9%,u,-27%,-9%,13%,-7%,10%,-1%,-2,CCN(CC)c1ccc(NC(=O)CCc2nnc3ccc(N4CCCC4)nn23)c(C)c1
0%,-13%[59 µM],-7%,3%,23%[57 µM],-10%,-2%,7%,1,Cc1ccccc1CCNC(=O)c1ccc2c(c1)nc1n2CCC(C)C1 (stereo unspecified)
x,x,u,x,u,x,-1%,4%,6,CC(=O)NCCCNC(=S)NCCCN(Cc1ccc(Cl)cc1)c1ccc(Br)cn1
-6%,23%,7.1µM*,4µM*,17%,5%,6%,1%,-27,O=C(O)c1cc2c(cn1)[nH]c1ccccc12
1%,-7%[59 µM],2%[11.4 µM],5%,7%,i,-22%,1%,3,CC1(C)CC2CC(C)(CN2S(=O)(=O)c2cccc(N)c2)C1 (stereo unspecified)

# Continued:
ERG Ets-DNA blk,G9a block,JMJD2A Tudor inh,BAZ2B block,HP1b chromo inh,Tb PGK inh,GLS inh,Pin1 inh,PI4K2A block,Structure
3%,u,3.5µM*,u,u,-8%,0%,-6%,0,CC(OCC(O)CN(C)CCOc1ccccc1)c1ccc(Cl)cc1 (stereo unspecified)
7%,-21%[0.0925 µM],-6%,-4%,30%,0%,-3%,-2%,6,CN(C)c1nc(NCc2ccccc2)nc(Oc2ccc(=O)[nH]n2)n1
9%,-9%[59 µM],-10%,-34%,23%,3%,7%,4%,0,Cc1ccc(C(=O)N(CC(=O)Nc2ccc(Cl)c(Cl)c2)Cc2ccco2)cc1
2%,19%,-17%,-8%,20%,i,1%,-1%,-2,NC(=O)c1ccccc1NC(=O)CC12CC3CC(CC(C3)C1)C2
5%,-38%,-13%,2%,-2%,-2%,4%,1%,1,Cn1ncc(N=Cc2ccc([N+](=O)[O-])cc2)c1C(=O)Nc1ccccc1
7%,14%[59 µM],-7%,-18%,24%,-9%,3%,15%,0,Cc1ccc(CNC(=O)Cn2cc(S(=O)(=O)Cc3ccccc3F)c3ccccc32)cc1
2%,u,-5%,x,26%,-6%,4%,1%,0,CN(CCc1ccccn1)C(=O)c1nn2c(C(F)(F)F)cc(-c3ccco3)nc2c1Cl
3%,u,-15%,u,36%,3%,2%,1%,-4,Brc1ccc(-c2ncc3ccccn23)cc1
-2%&3%,-57%[59 µM],-8%&2%,-5%&37%,33%&52%[activator],-7%,-2%&-9%,7%&22%,-3&-6,CCOC(=O)c1nc(Nc2ccc(C(=O)OC)cc2)c2ccccc2n1
3%,-1%[59 µM],-27%,-18%,30%,0%,2%,u,-2,COc1cc(C2c3c(-c4cc(C)ccc4O)n[nH]c3C(=O)N2CCCO)ccc1OCCC(C)C (stereo unspecified)
2%,24%[59 µM],-5%,0%,3%,-3%,8%,3%,-3,Cc1ccc(C(=O)Nc2ccc3nc(N4CCCCC4)cc(C)c3c2)cc1F
6%,-10%,-5%,0%,24%,1%,9%,0%,2,CCC(C)C(NC(=O)c1ccc(Cl)cc1)C(=O)Nc1cccnc1 (stereo unspecified)
0%,50µM*,u,u,u,9%,-14%,-4%,0,Clc1ccc(CN2CCN(/N=C/c3ccco3)CC2)cc1
3%,7%,6%,3%,16%,5%,1%,6%,-8,O=C(CN(C(=O)CNC(=O)c1cccs1)c1ccccc1F)NC1CCCC1
1%,45µM*,u,u,7%,0%,13%,10%,1,COc1ccc(COc2cc(-c3cccc(OC)c3)nc3ccc(N)cc23)cc1
2%,13µM*,-2%[11.4 µM],79µM*,20%,-2%,0%,5%,-9,CC(C)N(CC#CCC(O)(c1ccccc1)c1ccccc1)CCO
-11%,x,-24%,x,37%,1%,0%,7%,2,COc1cccc(NC(=O)CSc2nnc(C3CCCCC3)n2N)c1
4%,-12%[59 µM],-18%,3%,33%,-2%,-2%,4%,-4,CCCCn1nc2cc(C(=O)NCc3ccc4c(c3)OCO4)ccc2c1OCC
-8%,x,-22%,x,45%[activator],-3%,14%,-3%,0,O=C(Cc1ccc(Cl)cc1)NCCc1c[nH]c2ccccc12
-2%,u,-23%,-12%,20%,2%,14%,2%,6,CC(C)(C)c1ccc(NS(=O)(=O)c2ccc(N)cc2)cc1

# Pulled by compound from above (two):
ERG Ets-DNA blk,G9a block,JMJD2A Tudor inh,BAZ2B block,HP1b chromo inh,Tb PGK inh,GLS inh,Pin1 inh,PI4K2A block,Structure
4%,u,-14%,u,30%,i,-2%,0%,0,Cn1nccc1C(=O)OCC(=O)Nc1nc(-c2ccccc2)cs1
3%,-1%[59 µM],-27%,-18%,30%,0%,2%,u,-2,COc1cc(C2c3c(-c4cc(C)ccc4O)n[nH]c3C(=O)N2CCCO)ccc1OCCC(C)C (stereo unspecified)

# Next section:
ERG Ets-DNA blk,G9a block,JMJD2A Tudor inh,BAZ2B block,HP1b chromo inh,Tb PGK inh,GLS inh,Pin1 inh,PI4K2A block,Structure
-6%,-6%[59 µM],-11%,-8%,11%,2%,0%,-2%,-1,Cn1c(N2CCN(C(=O)Nc3ccc(F)cc3)CC2)nc2ccccc21
1%,8%[59 µM],4%,53%[activator],29%[57 µM],-5%,-2%,1%,5,O=C(COc1ccccc1)NCCc1csc(-c2ccc(Cl)cc2)n1
4%,u,-26%,-24%,14%,-1%,10%,-12%,-1,Cc1cccc(C(=O)N2CCC(=O)N(C(COCc3cccc(C(F)(F)F)c3)Cc3ccccc3)CC2)c1 (stereo unspecified)
8%,-4%[59 µM],5%,2%,60%[activator],-9%,-1%,-3%,-5,CCc1nc(SC)ncc1C(=O)NCc1cccc(Br)c1
0%,x,2%,x,14%,-8%,-1%,-1%,-3,Cc1ccc(S(=O)(=O)N2CC[C@@H]2C(=O)O)cc1

# 2 entries from above, as labelled records.
Cn1c(N2CCN(C(=O)Nc3ccc(F)cc3)CC2)nc2ccccc21
  ERG Ets-DNA blk = -6%
  G9a block = -6%[59 µM]
  JMJD2A Tudor inh = -11%
  BAZ2B block = -8%
  HP1b chromo inh = 11%
  Tb PGK inh = 2%
  GLS inh = 0%
  Pin1 inh = -2%
  PI4K2A block = -1

CCc1nc(SC)ncc1C(=O)NCc1cccc(Br)c1
  ERG Ets-DNA blk = 8%
  G9a block = -4%[59 µM]
  JMJD2A Tudor inh = 5%
  BAZ2B block = 2%
  HP1b chromo inh = 60%[activator]
  Tb PGK inh = -9%
  GLS inh = -1%
  Pin1 inh = -3%
  PI4K2A block = -5
